Assay outcomes (PubChem BioAssay)
ABCB1 inh: blocks JC-1 efflux by human ABCB1 transporter | inhibition, % at 6.6 µM | AID 1326 | P08183 | 190,000 compounds, 0.067% hits | CCRF-Adr cells, flow cytometry; in the data active means inhibition above about 40%;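 further: 0% = vehicle and 100% = reference inhibitor; higher value means more JC-1 retained so stronger ABCB1 efflux block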
Mcl1 Bid PPI: disrupts binding of human Mcl-1 to Bid peptide. 220,000 compounds, 0.97% hits. inhibition, % at 21.7 µM. TR-FRET Mcl-1/Bid-Dy647 peptide binding, 1536-well. Q07820;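 active means compounds that cut the binding signal by more than half at the single screening dose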;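 further: His-tagged Mcl-1 with europium anti-His antibody binding Bid BH3 peptide; 0% = Mcl-1 plus peptide wells and 100% = peptide-only wells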
ABCG2 inh: blocks JC-1 efflux by human ABCG2 transporter | inhibition, % at 6.6 µM | AID 1325 | 190,000 compounds, 0.1% hits | IgMXP3 cells, flow cytometry;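 active means inhibition above 80%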;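 further: 0% = DMSO and 100% = nicardipine control wells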
Target sequence (Q9UNQ0 whole entry, looked up): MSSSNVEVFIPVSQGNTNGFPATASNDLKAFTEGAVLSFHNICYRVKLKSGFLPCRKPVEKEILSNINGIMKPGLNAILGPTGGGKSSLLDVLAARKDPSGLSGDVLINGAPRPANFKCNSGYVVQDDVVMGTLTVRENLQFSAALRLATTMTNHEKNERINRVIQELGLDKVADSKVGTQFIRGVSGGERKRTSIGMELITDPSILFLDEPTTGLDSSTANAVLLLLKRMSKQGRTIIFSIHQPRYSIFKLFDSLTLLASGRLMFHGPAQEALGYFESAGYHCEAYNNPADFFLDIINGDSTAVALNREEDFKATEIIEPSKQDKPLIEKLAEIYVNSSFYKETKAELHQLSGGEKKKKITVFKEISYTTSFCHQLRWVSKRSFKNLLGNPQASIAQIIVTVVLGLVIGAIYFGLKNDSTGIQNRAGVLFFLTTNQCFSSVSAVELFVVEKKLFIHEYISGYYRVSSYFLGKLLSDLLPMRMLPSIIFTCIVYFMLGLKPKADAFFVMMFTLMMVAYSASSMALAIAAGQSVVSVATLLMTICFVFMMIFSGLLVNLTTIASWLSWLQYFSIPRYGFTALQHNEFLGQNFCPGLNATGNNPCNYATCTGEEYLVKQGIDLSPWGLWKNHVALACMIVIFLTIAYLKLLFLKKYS
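test system = two drug-resistant human cell lines, ABCG2 and ABCB1 | amount = 3 million cells/mL final, two lines in 1:1 ratio | reagent = JC-1 transporter substrate | doses = one concentration, 6.6 µM final | incubation = 10 min at 25 °C | signal = flow cytometric JC-1 green MFI at 530 nm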
GSH bead fluor: GSH bead compound fluorescence profile; GSH beads flow cytometry, compound fluorescence 488/530 nm; stronger effect = higher value; fluorescence (KMESF) at 10 µM; 190,000 compounds, 0.25% hits; in the data active means fluorescence above about 89;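 further: glutathione beads carrying GST-tagged Bcl family fusion proteins plus one bare bead set; values are compound well signal with DMSO vehicle wells as background; inactives centre near 16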
RGS7-Gao: modulates binding of RGS7 to human Galphao | P09471 | 220,000 compounds, 0.35% hits | binding response (% of control), % at 10 µM | Multiplexed bead flow cytometry; actives lie on both sides; in the data active means binding response below about 49% or above about 150%; inconclusive means no clear call, values can overlap the other calls; inactive means in between;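 further: fluorescent Galphao held in activated GDP-AlF4 state binding bead-coupled RGS7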
Target sequence (P09471 whole entry, looked up): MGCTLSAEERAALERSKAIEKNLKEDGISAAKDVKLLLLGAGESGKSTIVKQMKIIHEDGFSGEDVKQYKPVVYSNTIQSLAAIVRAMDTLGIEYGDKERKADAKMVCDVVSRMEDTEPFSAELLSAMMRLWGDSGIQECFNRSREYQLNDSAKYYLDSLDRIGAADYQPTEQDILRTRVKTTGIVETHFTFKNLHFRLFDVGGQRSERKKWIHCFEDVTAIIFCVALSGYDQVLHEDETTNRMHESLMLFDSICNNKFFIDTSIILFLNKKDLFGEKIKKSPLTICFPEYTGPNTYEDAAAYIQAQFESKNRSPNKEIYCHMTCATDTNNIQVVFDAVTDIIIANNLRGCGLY
Avidin bead fluor: avidin bead compound fluorescence profile. Avidin beads, compound fluorescence 488/530 nm, flow cytometry; stronger effect = higher value. fluorescence (KMESF) at 10 µM. 220,000 compounds, 0.38% hits; in the data active means fluorescence above about 47; further: inactives centre near 10
Pf gamet viab: P. falciparum stage V gametocyte viability inhibition; AID 743093; 150,000 compounds, 0.065% hits; inhibition, % at 10.9 µM; P. falciparum stage V gametocytes, ATP luminescence, 24 h;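 active means inhibition above the mean plus 3 SD of compounds within the control limits, set per campaign, cut at about 38% in these data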;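 further: 0% = DMSO wells and 100% = medium only without gametocytes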
RGS8-Gao: modulates binding of RGS8 to human Galphao | P09471 | multiplexed bead flow cytometry; actives lie on both sides | response (percent of control binding), % at 10 µM | 220,000 compounds, 0.34% hits | AID 1423; in the data active means response below about 60% or above about 140%; inactive means in between;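 further: Galphao activated as the GDP aluminium fluoride complex binding bead-coupled RGS8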
RGS4-Gao reg: human RGS4-Galphao interaction regulation. 220,000 compounds, 0.33% hits. AID 1415. Multiplexed bead flow cytometry, RGS4-Galphao binding; actives lie on both sides. P09471. binding response (% of control), % at 10 µM; in the data active means binding response below about 49% or above about 150%; inactive means in between;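 further: fluorescent Galphao activated with aluminum fluoride binding bead-coupled RGS4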
Bim-Mcl-1: disrupts Bim peptide binding to human Mcl-1; inhibition, % at 10 µM; AID 1009; Bead-based flow cytometry, Bim peptide-Mcl-1 binding; 190,000 compounds, 0.1% hits; Q07820; in the data active means inhibition above about 40%;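 further: 0% = no compound tracer wells and 100% = peptide blocker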
Mcl1 Noxa PPI: disrupts binding of human Mcl-1 to Noxa peptide. AID 1022. TR-FRET Mcl-1/Noxa peptide binding, 2 h. Q07820. inhibition, % at 21.7 µM. 220,000 compounds, 1.5% hits;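 active means compounds that cut the protein-peptide binding signal by more than 50% relative to plate controls in a single-dose test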;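 further: His-tagged Mcl-1 with rhodamine Noxa BH3 peptide and terbium anti-His antibody; 0% = Mcl-1 plus Noxa peptide wells and 100% = peptide-only wells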
An asterisk follows results filed as active; ? = inconclusive; . = no result given.

SMILES | ABCB1 inh | Mcl1 Bid PPI | ABCG2 inh | GSH bead fluor | RGS7-Gao | Avidin bead fluor | Pf gamet viab | RGS8-Gao | RGS4-Gao reg | Bim-Mcl-1 | Mcl1 Noxa PPI
CCOc1ccc(C(=O)Nc2cccc(-c3nc4cccnc4o3)c2)cc1Cl | -0.1 | 51* | -1 | 15 | 99 | 16 | . | 100 | 101 | 0 | -4
O=C(NC(=S)Nc1nc(-c2ccc(Br)cc2)cs1)c1ccco1 | -0.7 | 3 | -1 | 14 | 90 | 14 | . | 94 | 91 | -1 | 11
CC(NC(=O)c1cccc(F)c1)C(c1cccs1)N1CCN(C)CC1 (stereo unspecified) | 0.2 | -20 | 1 | 17 | 101 | 15 | . | 99 | 98 | -3 | -27
O=C(CCCn1c(SCC(=O)NCC2CCCO2)nc2ccccc2c1=O)NCC1CCCO1 (stereo unspecified) | . | -5 | . | 16 | 99 | 7 | -7 | 99 | 99 | 4 | 0
CCOC(=O)c1[nH]ncc1CN1CCN(Cc2ccccc2)C(CCO)C1 (stereo unspecified) | 0.8 | -15 | 7 | 11 | 98 | 3 | 20 | 102 | 102 | -6 | 7
CCOC(=O)N1CCN(C(=O)C(C)N(c2ccc(Oc3ccccc3)cc2)S(C)(=O)=O)CC1 (stereo unspecified) | 0.9 | -1 | 1 | 13 | 107 | 12 | . | 105 | 101 | 1 | 5
O=C(CSc1ccccn1)Nc1ccc2c(c1)oc1ccccc12 | -2.1 | -2 | 1 | 9 | 100 | 3 | 1 | 100 | 98 | -2 | -4
Cc1ccc(C2C3=C(CCCC3=O)Nc3c2c(C)nn3-c2ccccn2)o1 (stereo unspecified) | 0.8 | -37 | 2 | 10 | 102 | 13 | . | 104 | 102 | 0 | 10
O=C(Cn1cnc2cc([N+](=O)[O-])ccc2c1=O)Nc1ccc(N2CCOCC2)cc1 | . | -23 | . | . | ? | 10 | 14 | 100 | 100 | . | 37
CC1(C)CC(CC(=O)Nc2ccc([N+](=O)[O-])cc2)C(=O)O1 (stereo unspecified) | 1.5 | -9 | 14 | 14 | 100 | 14 | . | 101 | 97 | 1 | 14
Cc1ccc(F)cc1NC(=O)C1CCCN(c2ncccn2)C1 (stereo unspecified) | 0.8 | 14 | 17 | 33 | 98 | 11 | . | 100 | 102 | -4 | 10
CC(C)=C1SC(N2CCN(c3cccc(Cl)c3)CC2)=NC1=O | 1.2 | -27 | 8 | 2 | 94 | 10 | -8 | 99 | 96 | -7 | -8
O=c1c(-c2ccnn2-c2cccc(Cl)c2)cnc2n1CCS2 | 0.2 | -4 | 0 | 48 | 97 | 5 | . | 98 | 98 | 4 | 5
Cc1nc(Cc2ccc(OC(C)C)cc2)[nH]c(=O)c1CC(=O)O | 0.1 | 0 | 0 | 15 | 96 | 11 | . | 100 | 100 | -8 | 6
Cc1ccc(S(=O)(=O)NCCSc2ccccc2)cc1[N+](=O)[O-] | 0.3 | -18 | -1 | 6 | 103 | 3 | . | 99 | 102 | -3 | 17
COc1ccc(CC(=O)O/N=C(\N)c2ccc(C)cc2)cc1 | . | -8 | . | . | ? | 8 | 2 | 100 | 93 | . | -10
CCC(=O)NC(Nc1ncc(C)s1)(C(=O)OC)C(F)(F)F (stereo unspecified) | 0.4 | -9 | 4 | 124* | 102 | 8 | . | 103 | 103 | -10 | -1
Cc1nc2ccc(NC(=O)c3ccc(Cl)s3)cc2s1 | -0.1 | -1 | 1 | 21 | 100 | 8 | . | 97 | 100 | -4 | 2
Cc1cnc(NC(=O)c2ccc(OCC3CCCO3)cc2)s1 (stereo unspecified) | 0.0 | 5 | 7 | 13 | 101 | 13 | -1 | 104 | 104 | 1 | 3
FC(F)(F)c1cccc(N2CCN(c3nnnn3-c3ccccc3)CC2)c1 | -0.2 | -21 | 1 | 30 | 96 | 8 | 18 | 100 | 97 | -1 | -17
Fc1ccc(C2CC(c3cccs3)=NN2c2ccccc2)cc1 (stereo unspecified) | 0.1 | -30 | 0 | 13 | 102 | 21 | 5 | 104 | 103 | -1 | 23
COCCN(C(=O)CCc1ccccc1OC)c1nnc(-c2cccnc2)s1 | 1.3 | -16 | 5 | 10 | 102 | 12 | 2 | 102 | 102 | 19 | 11
CCOC(=O)C(C)(C)Sc1nc2c(cnn2-c2ccc(Cl)cc2)c(=O)[nH]1 | 0.2 | -2 | 1 | 24 | 96 | 6 | . | 97 | 93 | -2 | 20
Cc1nc(NC(=O)c2ccccc2)sc1C1(C)CC(c2c(Cl)cccc2Cl)=NO1 (stereo unspecified) | . | -27 | . | . | ? | 10 | -3 | 103 | 103 | . | -9
Oc1ccc(-c2csc(-c3ccccc3)n2)cc1O | 0.1 | -50 | 4 | 47 | 93 | 10 | . | 97 | 95 | 0 | 62*
O=C1C2C3C=CC([C@@H]2C(=O)N1C1CCCCC1)[C@H]1C(=O)N(C2CCCCC2)C(=O)C31 (stereo partly specified) | 0.5 | -9 | 1 | 5 | 104 | 12 | . | 101 | 100 | -1 | 1
CCOc1ccc(-c2csc(NNC3=NCCCCC3)n2)cc1 | 0.2 | -73 | 1 | 21 | 103 | 9 | . | 101 | 102 | -2 | 4
O=[N+]([O-])c1ccc2oc(-c3cccc(O)c3)nc2c1 | 1.7 | -23 | 25 | 12 | 101 | 4 | -14 | 99 | 98 | 1 | 15
O=C(Nc1ccccc1)Nc1ccc2ocnc2c1 | -0.4 | -22 | 0 | 8 | 99 | 14 | 5 | 90 | 100 | 1 | -1
CC(C)OC(=O)c1cc(NC(=S)Nc2ccc([N+](=O)[O-])cc2)cc(C(=O)OC(C)C)c1 | -1.5 | 2 | -2 | 65 | 92 | 3 | . | 77 | 88 | 7 | 29
O=C(NC1CCCCC1)C(=S)NCCc1ccccc1 | 1.0 | -26 | 5 | 17 | 101 | 9 | . | 96 | 100 | -12 | 21
Cc1cc(C)c(C)c(S(=O)(=O)N2CCN(CC(=O)Nc3sccc3C#N)CC2)c1C | 3.4 | -41 | 11 | 7 | 101 | 11 | -9 | 101 | 102 | 0 | -2
CC1=CC(c2ccccc2)n2nc(NC(=O)CCC(=O)O)nc2N1 (stereo unspecified) | . | -8 | . | . | ? | 4 | -9 | 101 | 99 | . | 4
O=C(O)c1ccccc1C(=O)NCc1cccnc1 | -7.4 | -20 | -6 | 12 | 95 | 9 | -16 | 98 | 102 | 0 | 25
Cc1cccc(-n2c(SCC(=O)O)nc3sc4c(c3c2=O)CCCC4)c1 | 0.0 | 11 | 2 | 14 | 99 | . | -13 | 101 | 101 | 0 | 5
Cc1cc(NC(=O)c2cn(C3CCCCC3)c(=O)c3c2c2ccccc2n3C)no1 | 3.2 | -8 | 4 | 15 | 98 | 7 | . | 100 | 103 | 0 | -4
c1ccc2c(SCc3cn4cccnc4n3)ncnc2c1 | 0.7 | -15 | 18 | 15 | 98 | 9 | . | 106 | 101 | 0 | 8
COC(=O)[C@H](CCSC)NC(=O)NCc1ccccc1F | 0.2 | -69 | 1 | 14 | 95 | 31 | . | 102 | 98 | 0 | 8
CCOC(=O)C(NC(=O)N1CCCCC1)(c1ccccc1)C(F)(F)F (stereo unspecified) | 1.5 | 4 | 50 | 26 | 100 | 33 | . | 103 | 103 | -4 | 10
CC(=O)N1c2c(cc(Br)cc2S(=O)(=O)NCC2COc3ccccc3O2)CC1C (stereo unspecified) | 1.4 | -34 | 5 | 9 | 101 | 25 | . | 97 | 102 | 0 | 4
Cc1cc(-c2cccs2)n[nH]1 | 0.7 | -13 | 2 | 7 | 97 | 12 | -8 | 102 | 99 | -1 | 0
CCc1ccc(NC(=O)C(C)OC(=O)CCC(=O)c2cccs2)cc1 (stereo unspecified) | . | -23 | 9 | 9 | 101 | 17 | 6 | 103 | 100 | -5 | 4
Cc1ccc(C)c(NC(=S)N/N=C2\CCc3ccccc32)c1 | . | -110 | . | . | ? | 2 | -19 | 60 | 45* | . | -111
Cc1ccnc(NS(=O)(=O)c2ccc(NC(=O)C34CC5CC(CC(C5)C3)C4)cc2)n1 | 0.1 | 3 | 1 | 15 | 100 | 6 | 21 | 100 | 102 | 0 | 1
Cc1ccc(OCC(=O)NNC(=O)CSc2nnc(-c3ccc(C)cc3)n2C)cc1 | 0.0 | 0 | -1 | 11 | 101 | 11 | -48 | 100 | 101 | -3 | 5
c1ccc(CNc2ncnc3sc4c(c23)CCC4)nc1 | 0.3 | -17 | 1 | 17 | 102 | 38 | -15 | 102 | 101 | -4 | -6
O=C(CCCN1C(=O)/C(=C/c2cccs2)SC1=S)Nc1ccc(O)c(C(=O)O)c1 | -0.8 | -65 | -2 | 18 | 99 | 6 | . | 97 | 101 | 1 | 38
COc1ccc(-n2nnnc2/C=C\Nc2ccccc2C(=O)c2ccccc2)cc1 | 0.3 | -26 | 1 | 25 | 97 | 5 | . | 104 | 100 | -2 | -7
Cc1ccccc1Nc1scc(-c2ccc(Cl)cc2)[n+]1-c1ccccc1C | -2.3 | -19 | 0 | 17 | 102 | 12 | 1 | 103 | 102 | -4 | 15
CN(C)C(=O)Cn1c(SCC(=O)NC2CCCCC2)nc2ccccc21 | 0.0 | -5 | 0 | 23 | 103 | 30 | . | 106 | 106 | -2 | 13
O=C(NC(=S)N1CCN(Cc2ccc3c(c2)OCO3)CC1)c1ccc(Cl)cc1 | 1.5 | -95 | 6 | 15 | 102 | 20 | . | 99 | 100 | -2 | -5
COc1ccc(C(=O)Nc2ccccc2NC(=O)c2ccco2)c(OC)c1 | 2.0 | -9 | 25 | 16 | 97 | 9 | 10 | 98 | 100 | 0 | 22
CCOC(=O)NNc1ccccc1 | . | -23 | . | . | ? | 7 | 3 | 101 | 104 | . | -6
CCCCCCCCc1nc(SCC(C)=O)n[nH]1 | . | -20 | . | . | ? | 8 | 5 | 100 | 100 | . | -2
O=C(NCc1ccc(N2CCCC2=O)cc1)Nc1ccccc1 | 0.2 | 2 | 5 | 23 | 106 | 10 | . | 103 | 106 | 0 | 4
COc1ccc(-c2nnc3ccc(SC(C(C)=O)C(C)=O)nn23)cc1OC | 0.1 | -32 | -1 | 12 | 101 | 23 | . | 99 | 100 | -3 | 38
CC1CC(C)CN(C(=O)c2ccccc2Nc2ccc(SC(F)F)cc2)C1 (stereo unspecified) | 1.2 | -46 | 3 | 8 | 94 | 21 | . | 99 | 96 | -1 | -4
Cc1cccc(N(CC(=O)Nc2c(C)n(C)n(-c3ccccc3)c2=O)S(C)(=O)=O)c1C | 0.7 | 16 | 2 | 12 | 102 | 10 | . | 105 | 105 | -1 | 2
